Bioassay records (PubChem)
ERAP1 HTS inh: human ERAP1 aminopeptidase inhibitors, primary screen, biochemical, single point, plate reader | Endoplasmic reticulum aminopeptidase 1 (Homo sapiens), Q9NZ08 | recombinant ERAP1, Leu-AMC fluorescence, 60 min | inhibition, % at 10.7 µM | actives 0.15% (n = 340,000) | AID 652197, 2013;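 active = mean replicate inhibition of at least 30%, or all replicates individually reaching that 30% level; inactive = mean below 30% and not every replicate reaching it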;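 note: 0% = neutral control wells and 100% = L-leucinethiol positive control wells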
Statin myotox sup: suppressors of statin myotoxicity in C2C12 myotubes, primary screen, cell-based, single point, plate reader | C2C12 myotubes + simvastatin, ATP luminescence, 48 h; scaled: DMSO 0, geranylgeraniol control 100 | rescue of ATP level, % at 7.49 µM | actives 0.78% (n = 330,000);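 active = mean ATP rescue above about 67%, or every replicate alone reaching that limit, limit read from the data, passing the limit was not always enough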;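 note: myotubes were challenged with 10 µM simvastatin during compound exposure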
Cneo AK release: Cryptococcus neoformans cell lysis inducers, primary screen, AK release luminescence, single concentration; actives 0.2% (n = 360,000); C. neoformans lysis, adenylate kinase release luminescence, 4 h; normalised: neutral wells 0, clomiphene wells 100; AID 651654, 2012; lysis activity, % at 15 µM;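 active = mean lysis activity across replicates of at least 80%, whatever share of replicates individually reach that level; inactive = mean lysis activity below 80%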
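Assay system: C. neoformans cells. Amount: yeast cell density of 5 × 10^6 cells/mL. Technique: AK luminescence. Buffer or medium: YPD. Times: static 4 h at 37 °C with compound, 1 h detection. Dosing: single-point compound dose. Read-out: lysis from increased AK signal.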
S100A4 MyoIIA: inhibitors of S100A4-myosin IIA peptide binding, primary screen, biochemical, fluorescence polarization, TAMRA-MyoIIA peptide | Protein S100-A4 (Homo sapiens), P26447 | inhibition, % at 10.7 µM | actives 0.14% (n = 360,000) | AID 652163, 2013;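 active = mean inhibition of at least 70% across replicates, with every replicate also reaching that level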
Target sequence (P26447 whole entry, looked up): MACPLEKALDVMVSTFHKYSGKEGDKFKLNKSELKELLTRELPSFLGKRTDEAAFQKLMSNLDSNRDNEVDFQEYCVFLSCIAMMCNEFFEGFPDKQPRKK
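Material: S100A4 monomer protein / Buffer or medium: 50 mM HEPES pH 7.2, 10 mM CaCl2, 100 mM KCl / Times: 5 min incubation before reading / Benchmarks: neutral control DMSO, positive control TFP / Reagent: labelled myosin peptide probe, 5 nM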
PGC1a acetyl inh: inhibitors of PGC1a acetylation signal, primary screen, cell-based, U2OS, AlphaScreen, inhibitor mode | AID 651687, 2012 | actives 0.17% (n = 350,000) | AlphaScreen anti-acetyl-lysine; with virally co-expressed GCN5 acetyltransferase | inhibition, % at 15.6 µM;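 active = every replicate shows inhibition of at least 40%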;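 note: 0% = neutral control wells and 100% = positive control wells; some results beyond the cut were filed as inactive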
LGR2 inh: inhibitors of bursicon-induced LGR2 CRE-luciferase signal, primary screen, cell-based, HEK293, CRE-luciferase reporter, bursicon stimulation; Drosophila bursicon receptor LGR2 (rickets); bursicon-stimulated, 4 h; inhibition, % at 9.99 µM; actives 0.35% (n = 380,000);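 active = drop in luminescence signal, shown as inhibition above about 50% in the replicate tests, limit read from the data, passing the limit was not always enough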;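 note: agonist challenge used bursicon conditioned medium at about half maximal strength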
Xi reactivation: activators of inactive X chromosome reactivation, primary screen, imaging, XiGFP fibroblasts, GFP high-content imaging, set 2 | XiGFP mouse fibroblasts, % GFP-positive cells imaging, 3 d; cells co-treated with 5-aza-dC sensitizer; scaled so ellipticine positive control = 100% | activation, % at 7.58 µM | actives 0.055% (n = 360,000);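 active = mean normalized replicate activation at least 10% and every replicate at or above 10%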;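 note: 0% = median of on-plate neutral control wells and 100% = ellipticine 6 µM median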
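material = 68-5-11 XiGFP fibroblast line | medium = DMEM plus 5-aza-dC sensitizer | schedule = 3 days compound exposure | benchmarks = positive control ellipticine, 6 µM final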
SIRT5 block: SIRT5 desuccinylase inhibitors, primary screen, biochemical, fluorescence imaging, single point, set 5. NAD-dependent protein deacylase sirtuin-5, mitochondrial (Homo sapiens), Q9NXA8. Purified SirT5, succinyl-peptide AMC, trypsin-coupled fluorescence. inhibition, % at 15 µM. actives 1.1% (n = 330,000). AID 652115, 2013; in the data active = inhibition above about 15%
Target sequence (Q9NXA8 whole entry, looked up): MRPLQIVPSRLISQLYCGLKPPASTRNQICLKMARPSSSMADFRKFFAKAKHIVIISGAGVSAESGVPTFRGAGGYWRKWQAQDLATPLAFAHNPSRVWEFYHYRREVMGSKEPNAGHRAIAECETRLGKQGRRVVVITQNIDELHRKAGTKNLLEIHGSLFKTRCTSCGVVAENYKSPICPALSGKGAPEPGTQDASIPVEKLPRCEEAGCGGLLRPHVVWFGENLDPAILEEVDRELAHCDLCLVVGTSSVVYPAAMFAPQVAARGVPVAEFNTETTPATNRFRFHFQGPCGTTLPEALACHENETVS
Active calls of the source: *; . = no result given. Not all compounds are listed; count on the stated rates, not on these rows.

SMILES | ERAP1 HTS inh | Statin myotox sup | Cneo AK release | S100A4 MyoIIA | PGC1a acetyl inh | LGR2 inh | Xi reactivation | SIRT5 block
CCN(CC)CCOC(=O)C1(c2ccc([N+](=O)[O-])cc2)CCCC1 | -1 | 10 | 3 | -6 | -1 | . | -0.1 | 0
CCOC(=O)C1(CCOc2ccccc2)CCN(Cc2ccc(F)c(OC)c2)CC1 | -2 | 2 | 1 | 0 | -19 | 5 | 0.0 | -4
O=C(Nc1ccccc1Cl)C1CC(=O)N(Cc2ccco2)C1 (stereo unspecified) | -2 | 6 | 0 | -11 | -3 | -1 | 0.0 | 0
CCn1cc(/C=C(\NC(=O)c2ccc(OC)c(OC)c2)C(=O)N2CCOCC2)c2ccccc21 | -5 | 9 | -1 | -3 | -1 | 5 | 0.0 | 4
C[C@H]1CN([C@@H](C)CO)C(=O)c2cc(-c3cccnc3)cnc2O[C@H]1CN(C)C(=O)c1ccccc1F | 1 | 33 | -5 | -1 | -4 | -9 | 0.5 | 0
CC(=C\c1ccccc1)/C=C1/SC(=S)N(CCC(=O)O)C1=O | -2 | 29 | 1 | -5 | 10 | -11 | -0.1 | 6
COc1ccc(C2=NN(C(=O)c3cccs3)C(c3ccccc3OC)C2)cc1OC (stereo unspecified) | 0 | -25 | -5 | 2 | -1 | -2 | 0.0 | -1
Cc1ccc(-c2nn(-c3ccccc3Cl)cc2C(=O)NCC2CCCO2)cc1 (stereo unspecified) | -2 | . | . | 8 | . | 1 | -0.1 | 0
CCC(=O)Nc1ccc2c(c1)nc(CN1CCCCC1)n2C | -1 | -14 | -1 | 2 | . | -5 | -0.1 | -3
Cc1ccc(CCN2CC(C(=O)NCCCN3CCCCC3)CC2=O)cc1 (stereo unspecified) | 0 | 0 | -1 | -16 | -6 | 15 | 0.0 | -3
COCC#Cc1ccc2c(c1)O[C@H](CN(C)Cc1ccc(F)cc1)[C@H](C)CN([C@@H](C)CO)S2(=O)=O | -2 | -5 | 5 | -7 | -14 | -5 | -0.6 | 4
O=C(c1ccc2c(c1)OCO2)N1CC(=O)N2[C@H](CO)[C@@H](c3ccc(C#Cc4ccccc4)cc3)[C@@H]2C1 | 0 | . | . | 30 | -1 | 7 | 0.2 | 2
COc1ccc([N+](=O)[O-])cc1/C=N/Nc1nc(N2CCCCC2)nc(N2CCCCC2)n1 | . | . | . | 11 | -13 | 22 | 0.0 | 1
Cc1n[nH]c(=O)c2c(NC(=O)CSc3ncccn3)oc(C)c12 | -2 | . | . | -1 | -3 | 0 | 0.0 | -2
CCOC(=O)/C(=C/c1ccco1)NC(=O)c1ccc(Br)o1 | 1 | . | . | -4 | . | 3 | 0.0 | 3
O=C(/C=C/c1cccc(F)c1)OCC(=O)N1CCCc2ccccc21 | 6 | -1 | -1 | -9 | . | 6 | 0.0 | -2
Cn1cccc1-c1nc2ccc([N+](=O)[O-])cc2[nH]1 | -1 | -9 | -1 | -7 | 2 | -80 | 0.0 | 1
COc1ccc(/C=N/Nc2nc(-c3cccnc3)nc3ccccc23)c(OC)c1 | . | . | -13 | 0 | 7 | 23 | 0.1 | 2
Cc1noc(C)c1COc1ccccc1C(=O)Nc1ccc(C(N)=O)cc1 | 0 | 2 | 0 | -1 | 8 | -7 | 0.8 | -3
CCN(CC)CCN(C(=O)c1cccc(N2C(=O)CCC2=O)c1)c1nc2cc3c(cc2s1)OCO3 | . | 11 | 0 | 1 | 3 | 0 | -0.1 | 0
CS(=O)(=O)N1C[C@@H](O)COC[C@@H]2O[C@H](CC(=O)NC3Cc4ccccc4C3)CC[C@H]21 | 2 | 5 | 4 | -5 | 1 | 1 | 0.5 | -3
O=C1Nc2ccc(S(=O)(=O)N(CCO)CCO)c3cccc1c23 | -15 | -4 | 1 | -5 | -11 | -3 | 0.0 | -5
O=C(Nc1ccccc1F)N1C[C@H]2[C@@H](c3ccccc31)[C@@H](CO)N2C(=O)C1CCCC1 | 3 | 7 | 51 | 0 | 23 | -11 | 0.1 | 0
COc1cccc(S(=O)(=O)N2CC[C@@H]3[C@@H](CO)Nc4ccc(-c5ccccc5OC)cc4[C@@H]32)c1 | 1 | -3 | 4 | 4 | -21 | 0 | 0.0 | 1

Arranged by count of non-hydrogen atoms (falling): some entries from above
SMILES | ERAP1 HTS inh | Statin myotox sup | Cneo AK release | S100A4 MyoIIA | PGC1a acetyl inh | LGR2 inh | Xi reactivation | SIRT5 block
O=C(c1ccc2c(c1)OCO2)N1CC(=O)N2[C@H](CO)[C@@H](c3ccc(C#Cc4ccccc4)cc3)[C@@H]2C1 | 0 | . | . | 30 | -1 | 7 | 0.2 | 2
CCN(CC)CCN(C(=O)c1cccc(N2C(=O)CCC2=O)c1)c1nc2cc3c(cc2s1)OCO3 | . | 11 | 0 | 1 | 3 | 0 | -0.1 | 0
COc1cccc(S(=O)(=O)N2CC[C@@H]3[C@@H](CO)Nc4ccc(-c5ccccc5OC)cc4[C@@H]32)c1 | 1 | -3 | 4 | 4 | -21 | 0 | 0.0 | 1
COc1ccc([N+](=O)[O-])cc1/C=N/Nc1nc(N2CCCCC2)nc(N2CCCCC2)n1 | . | . | . | 11 | -13 | 22 | 0.0 | 1
O=C(Nc1ccccc1F)N1C[C@H]2[C@@H](c3ccccc31)[C@@H](CO)N2C(=O)C1CCCC1 | 3 | 7 | 51 | 0 | 23 | -11 | 0.1 | 0
CS(=O)(=O)N1C[C@@H](O)COC[C@@H]2O[C@H](CC(=O)NC3Cc4ccccc4C3)CC[C@H]21 | 2 | 5 | 4 | -5 | 1 | 1 | 0.5 | -3
COc1ccc(/C=N/Nc2nc(-c3cccnc3)nc3ccccc23)c(OC)c1 | . | . | -13 | 0 | 7 | 23 | 0.1 | 2
Cc1ccc(CCN2CC(C(=O)NCCCN3CCCCC3)CC2=O)cc1 (stereo unspecified) | 0 | 0 | -1 | -16 | -6 | 15 | 0.0 | -3
O=C(/C=C/c1cccc(F)c1)OCC(=O)N1CCCc2ccccc21 | 6 | -1 | -1 | -9 | . | 6 | 0.0 | -2
Cc1n[nH]c(=O)c2c(NC(=O)CSc3ncccn3)oc(C)c12 | -2 | . | . | -1 | -3 | 0 | 0.0 | -2
CCOC(=O)/C(=C/c1ccco1)NC(=O)c1ccc(Br)o1 | 1 | . | . | -4 | . | 3 | 0.0 | 3
Cn1cccc1-c1nc2ccc([N+](=O)[O-])cc2[nH]1 | -1 | -9 | -1 | -7 | 2 | -80 | 0.0 | 1

Other records follow:
SMILES | ERAP1 HTS inh | Statin myotox sup | Cneo AK release | S100A4 MyoIIA | PGC1a acetyl inh | LGR2 inh | Xi reactivation | SIRT5 block
COc1ccc(S(=O)(=O)Nc2ccc3c(c2)C(=O)N([C@@H](C)CO)C[C@@H](C)[C@H](CN(C)Cc2ccccc2)OCCCC[C@H](C)O3)cc1 | . | . | 1 | . | 5 | 4 | 0.0 | .
CNC(=O)C(C#N)(Cc1cc(C(C)=O)ccc1OC)Cc1cc(C(C)=O)ccc1OC | -1 | 6 | -1 | -5 | -2 | 0 | 0.1 | -2
COc1cccc(S(=O)(=O)N2CC3(CCN(C)CC3)c3c([nH]c4cc(OC)ccc34)[C@H]2CO)c1 | 0 | . | . | -1 | 3 | 7 | 0.4 | 1
COCC(=O)N1C[C@H](C)[C@@H](OC)CN(C)C(=O)c2cc(NC(=O)C3CCC3)ccc2OC[C@H]1C | -3 | -5 | -1 | 0 | 39 | -4 | -0.2 | -7
COc1cccc(CN2CCC(C(=O)N3CCN(c4ccccc4F)CC3)CC2)c1OC | . | -7 | 0 | . | 3 | 29 | -0.3 | .
O=C(Cc1ccccc1)Nc1ccc(NC(=O)c2cccs2)cc1Cl | 9 | . | . | 2 | . | 0 | 0.1 | -3
CC(C)NC(=O)Nc1ccc2c(c1)C(=O)N([C@@H](C)CO)C[C@@H](C)[C@H](CN(C)S(=O)(=O)c1ccc(F)cc1)OCCCC[C@@H](C)O2 | 1 | . | 53 | -7 | 2 | 16 | 0.0 | 4
C[C@H]1CN([C@@H](C)CO)C(=O)c2cc(NC(=O)Nc3ccccc3)ccc2O[C@@H]1CN(C)Cc1ccc(C(=O)O)cc1 | -1 | -21 | -2 | 1 | 3 | 7 | -0.1 | -1
CSC(=S)N/N=C/c1ccccc1 | 1 | 87* | -2 | 5 | -20 | 7 | 0.0 | -7
Cc1cc(=O)[nH]c(SCC(=O)Nc2ccc(S(N)(=O)=O)cc2)n1 | 4 | . | . | 9 | 13 | -10 | 0.0 | -2
O=C(/C=C/c1ccccc1[N+](=O)[O-])N1CCN(C(=O)c2ccco2)CC1 | -4 | 16 | 9 | 6 | -3 | 4 | 0.1 | -3
C[C@@H]1CN([C@@H](C)CO)C(=O)c2cc(NC(=O)CCC(F)(F)F)ccc2O[C@@H](C)CCCCO[C@H]1CN(C)C(=O)Nc1ccc(C(F)(F)F)cc1 | 0 | . | -2 | -3 | 1 | 16 | -1.3 | 0
Cc1ccc(S(=O)(=O)N(C)C[C@H]2Oc3c(NC(=O)C4CCOCC4)cccc3C(=O)N([C@H](C)CO)C[C@H]2C)cc1 | -1 | 6 | 4 | -16 | 2 | 1 | 0.1 | 1
Cc1cccc(CNS(=O)(=O)c2ccc(-c3ccc(=O)[nH]n3)s2)c1 | 0 | 0 | 1 | 3 | -7 | -13 | 0.0 | -2
C[C@@H]1CCCCO[C@@H](CN(C)S(=O)(=O)c2cn(C)cn2)[C@H](C)CN([C@H](C)CO)C(=O)c2cc(NS(=O)(=O)c3ccccc3)ccc2O1 | 0 | . | 51 | 11 | 22 | 8 | 0.0 | 3
COc1ccc(-n2cc3c(-c4cccc(Br)c4)nnc(C)c3n2)cc1 | -1 | . | . | 4 | . | -11 | 0.4 | 0
O=C(CCC(=O)c1ccccc1)Nc1ccccc1OC(F)F | -2 | -4 | 0 | -6 | 4 | 16 | 0.0 | 3
c1coc(-c2cnc3ccccc3n2)c1 | 5 | 6 | -1 | 11 | 9 | 7 | -0.1 | .
COc1ccc(-n2c(C)cc(-c3csc(NC(=O)c4ccc(S(=O)(=O)N(C)C)cc4)n3)c2C)cc1 | . | 1 | 0 | . | 4 | 0 | 0.0 | .
COc1ccc(-c2ccc(CN3C(CC(C)C)C(=O)N(Cc4cn(CC5CCCCC5)nn4)CCS3(=O)=O)cc2)cn1 (stereo unspecified) | . | 6 | 1 | -8 | . | 13 | 0.0 | -3
